AmpC no deterg – AmpC beta-lactamase inhibition without detergent | Potency, µM (highest dose often 57.1 µM), for the others: at the highest dose activity change, negative = inhibition, most hits filed as inhibitors | AmpC nitrocefin hydrolysis, absorbance 480 nm, 0.0001% Triton | P00811 | AID 485341 | 0.52% of 330,000 active;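 further: potency means the concentration at half of the fitted maximal effect; plate controls were no compound for no effect and no enzyme for full effect; nearly all actives have a fitted effect of over 20% in size; some results filed as inactive show a strong effect at the top dose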
Target sequence (P00811 whole entry, looked up): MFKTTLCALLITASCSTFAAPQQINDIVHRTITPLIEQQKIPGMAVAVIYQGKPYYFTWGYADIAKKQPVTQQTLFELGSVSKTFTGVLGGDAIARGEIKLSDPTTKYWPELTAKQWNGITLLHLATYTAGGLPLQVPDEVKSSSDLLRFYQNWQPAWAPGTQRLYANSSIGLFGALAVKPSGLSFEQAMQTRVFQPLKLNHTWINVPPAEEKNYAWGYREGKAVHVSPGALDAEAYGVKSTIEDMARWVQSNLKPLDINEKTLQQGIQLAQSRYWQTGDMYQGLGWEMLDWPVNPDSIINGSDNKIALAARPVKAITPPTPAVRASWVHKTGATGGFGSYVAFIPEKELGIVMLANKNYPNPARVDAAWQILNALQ
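20 mM phosphate pH 7.0 + 0.01% (detergent screen) or 0.0001% Triton X-100; 5.3 nM AmpC reagent; cpd preinc 15 min RT; nitrocefin (800 uM stock) to start; A480 q20 s × 4 min; Activity was normalised to no-enzyme and no-compound control wells.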
LmPK inhibitor – LmPK (Leishmania mexicana) enzyme inhibition | Q27686 | purified LmPK, Kinase-Glo ATP luminescence, 1 h | Potency, µM (series often up to 57.5 µM), without a hit: at the highest dose activity change, negative = inhibition, usual class: inhibitors | 0.37% of 290,000 active | AID 1721; further: potency means the concentration at half of the fitted maximal effect
Target sequence (Q27686 whole entry, looked up): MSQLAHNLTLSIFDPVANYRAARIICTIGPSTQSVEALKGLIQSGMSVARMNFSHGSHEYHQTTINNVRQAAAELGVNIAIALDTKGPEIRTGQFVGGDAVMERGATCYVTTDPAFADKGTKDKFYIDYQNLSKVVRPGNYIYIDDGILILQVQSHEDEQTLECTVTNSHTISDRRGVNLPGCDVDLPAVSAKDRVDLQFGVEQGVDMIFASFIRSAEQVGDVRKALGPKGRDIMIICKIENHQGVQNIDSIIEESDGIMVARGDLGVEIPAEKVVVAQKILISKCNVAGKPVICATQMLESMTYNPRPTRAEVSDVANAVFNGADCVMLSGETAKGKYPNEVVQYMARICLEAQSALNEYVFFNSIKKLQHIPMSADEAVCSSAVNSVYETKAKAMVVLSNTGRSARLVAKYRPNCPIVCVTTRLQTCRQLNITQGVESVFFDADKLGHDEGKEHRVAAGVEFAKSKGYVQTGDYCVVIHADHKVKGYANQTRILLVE
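Kinase-Glo luminescence read after 1 h RT reaction of 0.1 nM LmPK with 0.5 mM PEP and 0.1 mM ADP. Activity scaled between uninhibited and enzyme-free controls.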
AmpC inh detg – inhibitors of E. coli AmpC beta-lactamase with detergent. P00811. AmpC hydrolysis of nitrocefin, absorbance 480 nm, 0.01% Triton. Potency, µM (top dose mostly 114 µM), for inactives: at the highest dose activity change, negative = inhibition, usual class: inhibitors. 0.041% of 370,000 active. AID 485294;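 further: potency means the concentration at half of the fitted maximal effect; 0% = no-compound wells and -100% = no-enzyme wells; nearly all actives have a fitted effect of over 25% in size; some results filed as inactive show a strong effect at the top dose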
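20 mM phosphate pH 7.0 + 0.01% (detergent screen) or 0.0001% Triton X-100; 5.3 nM AmpC reagent; cpd preinc 15 min RT; nitrocefin (800 uM stock) to start; A480 q20 s × 4 min; Activity was normalised to no-enzyme and no-compound control wells.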
TbPYK inhibitor – inhibitors of Trypanosoma brucei pyruvate kinase; 0.12% of 410,000 active; Potency, µM (titrated, usually from 76.8 µM), for inactives: at the top dose activity, negative = inhibition, hits mostly inhibitors; TbPYK enzyme, Kinase-Glo Plus ATP luminescence, 45 min; further: potency means the concentration at half of the fitted maximal effect; nearly all actives have a fitted effect of over 50% in size
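Luminescence from Kinase-Glo Plus, added after a 45-minute room-temperature reaction, served as the end-point read-out. The enzyme and substrate were preincubated with compound before ADP (130 uM final) initiated turnover. Concentration-effect curves came from normalized qHTS data.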
AMA1 RON2 block – inhibitors of Plasmodium falciparum AMA1-RON2 interaction; Potency, µM (titrated, usually from 58.2 µM), for inactives: at the top dose activity change, negative = inhibition, usual class: inhibitors; 0.2% of 360,000 active; AlphaScreen AMA1-biotinylated RON2 peptide binding;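 further: potency means the concentration at half of the fitted maximal effect; 0% = vehicle wells and -100% = peptide control; nearly all actives have a fitted effect of over 45% in size; some results filed as inactive show a strong effect at the top dose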
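AMA1 (3D7) with his tag at 25 nM final met compounds first, then biotinylated RON2 peptide at 25 nM; detection used donor plus acceptor beads, 10 µg/mL apiece, read by AlphaScreen after 30 min at room temperature.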
HCMV antiviral – inhibitors of human cytomegalovirus; HFF cells, HCMV-luciferase reporter, 72 h; hits give low values; activity change, negative = inhibition, % at 57.5 µM; 4.5% of 410,000 active; AID 1259415; in the data active means activity change below about -60%; inconclusive means no clear call, values can overlap the other calls; inactive means above about -39%
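Steps: HFFs plated, 16 h 37C; compounds added; HCMV-luciferase added to MOI 1 PFU/cell; 72 h 37C; OneGlo reagent, 5 min room temperature; luminescence read, normalized to controls.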
Sm TGR inh – inhibitors of Schistosoma mansoni thioredoxin glutathione reductase; purified TGR, DTNB reduction, TNB absorbance 405 nm; Potency, µM (titrated, usually from 114 µM), inactives show at the top dose activity change, negative = inhibition, hits mostly inhibitors; 3% of 360,000 active; further: potency means the concentration at half of the fitted maximal effect; nearly all actives have a fitted effect of over 60% in size
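Kinetic colorimetric format: TGR-catalysed, NADPH-driven DTNB reduction monitored via TNB absorbance. Enzyme dispensed at 20 nM; compound exposure 15 min at room temperature before reaction start.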
Starred values were filed as active, the others as inactive; [ ] = dose if it differs, or a comment. Unless noted, the call rests on the fitted dose curve; in most records, active means well fitted curve in the direction sought with a large enough effect; inconclusive means small, poorly fitted or top-dose-only effect, or another doubt; inactive means no such curve, though single readings can be large; an effect the other way counts as inactive or inconclusive. Unless noted, on the % scale 0 is the no-effect control and ±100 the full control effect. Rows are unselected; 7.4% or so of the library scored in one or more.

Results for Cc1ccc(S(=O)(=O)Cc2ccc(C(=O)NC3CCCC3)o2)cc1 ?
AmpC no deterg: -13%; LmPK inhibitor: -5%; AmpC inh detg: -1%; TbPYK inhibitor: 0%; AMA1 RON2 block: 0%; HCMV antiviral: -11; Sm TGR inh: inconclusive

Results for C=CCC(=O)N1CCCC(CCC(=O)NCc2ccccc2F)C1 (stereo not given) ?
AmpC no deterg: -5%; LmPK inhibitor: -7%; AmpC inh detg: 9%; TbPYK inhibitor: 0%; AMA1 RON2 block: 3%; HCMV antiviral: 8; Sm TGR inh: 6%

How did COc1ccc(C2C(C#N)=C(N)OC3=C2C(=O)CC(C)(C)C3)cc1 (stereo not given) do in these assays?
AmpC no deterg: -20%; LmPK inhibitor: 3%; AmpC inh detg: 4%; TbPYK inhibitor: 4%; AMA1 RON2 block: 1%; HCMV antiviral: -13; Sm TGR inh: -34%

How did COc1ccccc1C(=O)Nc1nc2ccc(S(=O)(=O)N3CCCC3)cc2s1 do in these assays?
AmpC inh detg: 17%; TbPYK inhibitor: 1%; HCMV antiviral: 1; Sm TGR inh: 0%

Results for Cc1ccc(-n2cc(C(=O)c3ccc(F)cc3)nn2)cc1Cl ?
AmpC no deterg: -17%; LmPK inhibitor: -9%; AmpC inh detg: -2%; TbPYK inhibitor: 8%; AMA1 RON2 block: -2%; HCMV antiviral: 90; Sm TGR inh: 0%

Results for Cc1cc(C)cc(Nc2cnn(C34CC5CC(CC(CC(=O)O)(C5)C3)C4)c(=O)c2Cl)c1 ?
AmpC no deterg: -19%; LmPK inhibitor: 1%; AmpC inh detg: -10%; TbPYK inhibitor: -2%; AMA1 RON2 block: 3%; HCMV antiviral: -16; Sm TGR inh: -2%

How did Cn1nc(C(=O)N2CCCCC2)c2c1-c1ccccc1S(=O)(=O)C2 do in these assays?
AmpC no deterg: -8%; LmPK inhibitor: -4%; AmpC inh detg: -6%; TbPYK inhibitor: 0%; AMA1 RON2 block: 8%; HCMV antiviral: 3; Sm TGR inh: -5%

What do the screens show for `CN(CC(=O)Nc1ccccc1Cl)C(=O)COC(=O)C1CCN(c2ccc(C(F)(F)F)cn2)CC1`?
AmpC no deterg: 167%[activator]; AmpC inh detg: -8%; TbPYK inhibitor: -13%; AMA1 RON2 block: 0%; HCMV antiviral: -6; Sm TGR inh: 1%

How did CCc1cc(=O)oc2cc(C)cc(OCC(=O)NC3CC3)c12 do in these assays?
AmpC no deterg: -11%; LmPK inhibitor: -1%; AmpC inh detg: -10%; TbPYK inhibitor: -1%; AMA1 RON2 block: 6%; HCMV antiviral: -2; Sm TGR inh: -2%

How did Cc1ccc(C(=O)C[n+]2ccc3ccccc3c2)cc1 do in these assays?
AmpC no deterg: -25%; LmPK inhibitor: -1%; AmpC inh detg: -3%; TbPYK inhibitor: 3%; AMA1 RON2 block: 3%; HCMV antiviral: 15; Sm TGR inh: -2%

Results for OC(c1cccnc1)c1cccs1 (stereo not given) ?
AmpC no deterg: -15%; LmPK inhibitor: 3%; AmpC inh detg: -13%; TbPYK inhibitor: 1%; AMA1 RON2 block: 6%; HCMV antiviral: 25; Sm TGR inh: -14%

What do the screens show for `CCOC(=O)/C(C#N)=C1/SC(CC)C(=O)N1c1ccc(C)cc1` (stereo not given)?
AmpC no deterg: -21%; LmPK inhibitor: 0%; AmpC inh detg: 8%; TbPYK inhibitor: -26%; AMA1 RON2 block: 1%; HCMV antiviral: -25; Sm TGR inh: 1%

How did C/C(=N\OCC(=O)N/N=C/c1ccc(C)cc1O)c1cccs1 do in these assays?
AmpC no deterg: -24%; LmPK inhibitor: -2%; AmpC inh detg: -1%; TbPYK inhibitor: 2%; AMA1 RON2 block: 80%[activator]; HCMV antiviral: 7; Sm TGR inh: 6%

What do the screens show for `Cc1ccc(N2CCN(C(=O)C3CCCN(c4ncnc5c4nc4n5CCCCC4)C3)CC2)c(C)c1` (stereo not given)?
AmpC no deterg: 0%; LmPK inhibitor: 6%; AmpC inh detg: 3%; TbPYK inhibitor: 3%; AMA1 RON2 block: 11%; HCMV antiviral: 21; Sm TGR inh: 4%

Results for CC(C)CC(=O)Nc1nnc(S(=O)(=O)N(CC(C)C)c2ccccc2)s1 ?
AmpC inh detg: 2%; TbPYK inhibitor: 1%; HCMV antiviral: 68; Sm TGR inh: 8%

What do the screens show for `S=c1[nH]nc(Cn2nnc3ccccc32)n1-c1ccccc1`?
AmpC no deterg: -6%; LmPK inhibitor: 1%; AmpC inh detg: -12%; TbPYK inhibitor: inconclusive; AMA1 RON2 block: 32%[activator]; HCMV antiviral: 9

Results for COC(=O)c1[nH]c(C)c(/C(O)=C2\C(=O)C(=O)N(CCN(C)C)C2c2ccco2)c1C (stereo not given) ?
AmpC no deterg: -21%; LmPK inhibitor: 3%; AmpC inh detg: -14%; TbPYK inhibitor: -4%; AMA1 RON2 block: 12%; HCMV antiviral: 15; Sm TGR inh: inconclusive

Results for CCOc1ccc(NC(=O)NC2CCS(=O)(=O)C2)cc1 (stereo not given) ?
AmpC no deterg: -12%; LmPK inhibitor: 2%; AmpC inh detg: 1%; TbPYK inhibitor: -4%; AMA1 RON2 block: 3%; HCMV antiviral: -28; Sm TGR inh: -10%

How did O=C(O)CCC(NC(=O)C(Cc1ccc2c(c1)OCO2)NC(=O)c1ccccc1)C(=O)O (stereo not given) do in these assays?
AmpC no deterg: -27%; LmPK inhibitor: 2%; AmpC inh detg: -3%; Sm TGR inh: -20%

Results for CC1CCCCC1NC(=O)/C(C#N)=C/c1ccccc1F (stereo not given) ?
AmpC no deterg: -14%; LmPK inhibitor: 2%; AmpC inh detg: inconclusive; TbPYK inhibitor: 0%; AMA1 RON2 block: -22%; HCMV antiviral: inconclusive; Sm TGR inh: -9%

The final 4 records of the section above lead into the next:
Results for COC(=O)c1[nH]c(C)c(/C(O)=C2\C(=O)C(=O)N(CCN(C)C)C2c2ccco2)c1C (stereo not given) ?
AmpC no deterg: -21%; LmPK inhibitor: 3%; AmpC inh detg: -14%; TbPYK inhibitor: -4%; AMA1 RON2 block: 12%; HCMV antiviral: 15; Sm TGR inh: inconclusive

Results for CCOc1ccc(NC(=O)NC2CCS(=O)(=O)C2)cc1 (stereo not given) ?
AmpC no deterg: -12%; LmPK inhibitor: 2%; AmpC inh detg: 1%; TbPYK inhibitor: -4%; AMA1 RON2 block: 3%; HCMV antiviral: -28; Sm TGR inh: -10%

How did O=C(O)CCC(NC(=O)C(Cc1ccc2c(c1)OCO2)NC(=O)c1ccccc1)C(=O)O (stereo not given) do in these assays?
AmpC no deterg: -27%; LmPK inhibitor: 2%; AmpC inh detg: -3%; Sm TGR inh: -20%

Results for CC1CCCCC1NC(=O)/C(C#N)=C/c1ccccc1F (stereo not given) ?
AmpC no deterg: -14%; LmPK inhibitor: 2%; AmpC inh detg: inconclusive; TbPYK inhibitor: 0%; AMA1 RON2 block: -22%; HCMV antiviral: inconclusive; Sm TGR inh: -9%

How did Cc1ccc(C(=O)OCn2ncc(Cl)c(Cl)c2=O)cc1 do in these assays?
AmpC no deterg: -11%; LmPK inhibitor: 6%; AmpC inh detg: -1%; TbPYK inhibitor: 14%; AMA1 RON2 block: 21%; HCMV antiviral: -102*; Sm TGR inh: 4µM*

Results for COc1ccc(-n2c(SCC(=O)N3CCCCC3)nc3ccccc3c2=O)cc1 ?
AmpC no deterg: -12%; LmPK inhibitor: 0%; AmpC inh detg: 0%; TbPYK inhibitor: -3%; AMA1 RON2 block: -2%; HCMV antiviral: -35; Sm TGR inh: 9%

What do the screens show for `O=C(NCCc1c[nH]c2ccccc12)c1cc2sccc2n1Cc1ccccc1`?
AmpC no deterg: -31%; LmPK inhibitor: 5%; AmpC inh detg: -11%; TbPYK inhibitor: 2%; AMA1 RON2 block: -19%; HCMV antiviral: -25; Sm TGR inh: -23%

Results for COC(=O)C(C)(C)ONC(=O)Nc1ccccc1[N+](=O)[O-] ?
AmpC no deterg: -15%; LmPK inhibitor: -4%; AmpC inh detg: -5%; TbPYK inhibitor: -20%; AMA1 RON2 block: -13%; HCMV antiviral: inconclusive; Sm TGR inh: 19%

How did Cc1cc(C(=O)COC(=O)C2CC2)c(C)n1-c1ccc(F)cc1 do in these assays?
AmpC no deterg: -18%[11.4 µM]; LmPK inhibitor: inconclusive; AmpC inh detg: inconclusive; TbPYK inhibitor: 0%; AMA1 RON2 block: -7%; HCMV antiviral: -14; Sm TGR inh: 1%

Results for Cc1noc(C)c1CSc1ncnc2sc3c(c12)CCC3 ?
AmpC no deterg: -18%; LmPK inhibitor: 6%; AmpC inh detg: -11%; Sm TGR inh: 15%[11.4 µM]

Results for CCOC(=O)c1c(NC(=O)Cn2nc(C(=O)O)c3ccccc3c2=O)sc(C)c1C ?
AmpC no deterg: -31%; LmPK inhibitor: 6%; AmpC inh detg: 9%; TbPYK inhibitor: -3%; AMA1 RON2 block: 1%; HCMV antiviral: 0; Sm TGR inh: 10%

How did Cc1ccccc1NC(=S)Nc1ccc2cn[nH]c2c1 do in these assays?
AmpC no deterg: -26%; LmPK inhibitor: 2%; AmpC inh detg: -3%; TbPYK inhibitor: -5%; AMA1 RON2 block: 5%; HCMV antiviral: -24; Sm TGR inh: -20%

How did CC(C)C(NC(=O)c1ccc(C(C)(C)C)cc1)C(=O)N1CCCC1 (stereo not given) do in these assays?
AmpC no deterg: 9%; LmPK inhibitor: 8%; AmpC inh detg: -9%; TbPYK inhibitor: 1%; AMA1 RON2 block: 4%; HCMV antiviral: 41; Sm TGR inh: 0%

Results for O=C(Nc1cccnc1Cl)c1cc2c(s1)-c1ccccc1OC2 ?
AmpC no deterg: -3%; LmPK inhibitor: -3%; AmpC inh detg: -14%; TbPYK inhibitor: 0%; AMA1 RON2 block: 13%; HCMV antiviral: -33; Sm TGR inh: -7%

How did CCc1ccc(S(=O)(=O)c2nnn3c2nc(NC(C)C)c2sccc23)cc1 do in these assays?
AmpC inh detg: 3%; TbPYK inhibitor: -7%; HCMV antiviral: 22; Sm TGR inh: -3%

What do the screens show for `COc1ccc(C2CC(=O)C3=C(C2)Nc2ccccc2N(C(=O)CCC(=O)O)C3c2ccc(F)cc2)cc1` (stereo not given)?
AmpC no deterg: -10%; LmPK inhibitor: -3%; AmpC inh detg: -5%; TbPYK inhibitor: 0%; AMA1 RON2 block: 0%; HCMV antiviral: 1; Sm TGR inh: -5%

Source: PubChem
